NPR2 activator – GC-B (human) receptor activation; 370,000 compounds, 0.11% hits; HEK293-GC-B cells, CNP EC30, cGMP TR-FRET; 0% at EC30 CNP, 100% saturating CNP; P20594; activation, % at 10 µM;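 active means activation at 10 µM reaching about 35% in either raw or pattern-adjusted values, limit read from the data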
TDP2 absorb – blocks human TDP2 phosphodiesterase activity; O95551; recombinant TDP2, T5PNP hydrolysis, p-nitrophenol absorbance 415 nm; inhibition, % at 12.8 µM; 370,000 compounds, 0.34% hits;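 active means inhibition above the mean of all tested compounds plus 3 SD, set per campaign, cut at about 25% in these data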;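 further: 0% = DMSO with enzyme and 100% = buffer with substrate but no TDP2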
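test system = human TDP2 enzyme | input = TDP2 enzyme at 120 nM final | medium = 50 mM Tris-HCl pH 7.5 with Mg2+, KCl, DTT, BSA | also added = T5PNP substrate, 5 mM | times = 2 h at 37 °C | technique = epi absorbance | benchmarks = high control without enzyme, low control DMSO plus TDP2 | replication = each compound tested once, singlicate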
rCAG RNA binder – molecules binding r(CAG) RNA repeats | 370,000 compounds, 1.3% hits | inhibition, % at 3 µM | r(CAG) RNA repeat, TO-PRO-1 dye displacement fluorescence | AID 651821;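 active means inhibition above the plate cutoff, the mean of all test compounds on that plate plus 3 SD, cut at about 35% in these data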;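 further: 0% = DMSO alone and 100% = 100 µM mitoxantrone as full dye displacement; higher means more dye released from RNA so lower well fluorescence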
LEDGF integ inh – blocks HIV-1 LEDGF/p75-dependent DNA integration. TR-FRET IN-LEDGF/p75 DNA integration, Eu/Cy5. inhibition, % at 3.7 µM. 370,000 compounds, 0.64% hits. AID 743269;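 active means inhibition above the screen-wide mean plus 3 SD, cut at about 13% in these data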;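 further: signal is the Cy5 over europium emission ratio at 671 and 618 nm; 0% = plate median of compound wells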
PRMT1 inh – PRMT1 (human) inhibition, primary screen; Q99873; recombinant PRMT1, activity-based probe fluorescence polarization; inhibition, % at 2.79 µM; 370,000 compounds, 1.3% hits;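 active means inhibition above about 21% made by adding two undisclosed values, limit read from the data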
Target sequence (Q99873 whole entry, looked up): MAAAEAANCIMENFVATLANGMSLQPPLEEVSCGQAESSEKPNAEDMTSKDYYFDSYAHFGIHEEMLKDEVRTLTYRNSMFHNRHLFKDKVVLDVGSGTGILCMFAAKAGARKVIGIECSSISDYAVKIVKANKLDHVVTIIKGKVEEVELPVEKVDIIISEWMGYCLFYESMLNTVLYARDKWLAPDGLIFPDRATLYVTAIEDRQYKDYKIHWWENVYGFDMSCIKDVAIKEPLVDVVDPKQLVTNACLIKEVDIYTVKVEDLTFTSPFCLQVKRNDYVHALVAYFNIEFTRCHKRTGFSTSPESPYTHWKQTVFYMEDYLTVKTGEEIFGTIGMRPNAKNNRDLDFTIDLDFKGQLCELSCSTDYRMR
MBD2 inh – inhibitors of human MBD2 binding to methylated oligonucleotide | Q9UBB5 | TR-FRET | inhibition, % at 4.4 µM | 370,000 compounds, 0.31% hits | AID 686964; in the data active means inhibition above about 13%
HTRA1 inh – blocks human HTRA1 serine peptidase | inhibition, % at 5.96 µM | 340,000 compounds, 0.5% hits | recombinant HTRA1, FP-rhodamine activity-based probe, fluorescence polarization | AID 504803 | Q92743; in the data active means inhibition above about 36%;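 further: 0% = enzyme with DMSO and 100% = wells lacking enzyme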
Target sequence (Q92743 whole entry, looked up): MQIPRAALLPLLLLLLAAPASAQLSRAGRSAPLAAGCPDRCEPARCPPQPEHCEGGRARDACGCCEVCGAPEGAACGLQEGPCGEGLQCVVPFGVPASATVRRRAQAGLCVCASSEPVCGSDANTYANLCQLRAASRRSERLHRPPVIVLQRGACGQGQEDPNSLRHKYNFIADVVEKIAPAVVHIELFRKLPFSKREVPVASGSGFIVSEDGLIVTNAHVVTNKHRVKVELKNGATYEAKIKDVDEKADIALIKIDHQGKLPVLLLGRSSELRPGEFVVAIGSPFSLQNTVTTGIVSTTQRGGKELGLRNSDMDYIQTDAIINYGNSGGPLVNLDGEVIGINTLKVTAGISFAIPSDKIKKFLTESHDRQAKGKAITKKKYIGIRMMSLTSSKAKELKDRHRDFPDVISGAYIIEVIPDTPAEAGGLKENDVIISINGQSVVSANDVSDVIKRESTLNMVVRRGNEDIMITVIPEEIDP
TCR-CD3 inh – inhibitors of human TCR-CD3 interaction; inhibition, % at 9.4 µM; TAMRA-labeled TCR probe fluorescence, biochemical; 360,000 compounds, 0.37% hits; in the data active means inhibition above about 19%;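 further: recombinant mutant TCR 2C K166C tagged with TAMRA read by polarization; 0% = receptor in buffer alone and 100% = receptor with positive control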
SIAE inh – blocks human sialic acid acetylesterase; inhibition, % at 9.66 µM; 370,000 compounds, 0.69% hits; SIAE FP-Rh probe binding, fluorescence polarization; AID 1053197;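 active means inhibition above a cutoff: mean of compounds within the control limits plus 3 SD of those, cut at about 17% in these data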;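 further: 0% = plate median of compound wells and 100% = probe without SIAE protein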
ABHD4 inh – inhibitors of mouse ABHD4; Q8VD66; purified mABHD4, FP-Rh probe fluorescence polarization; inhibition, % at 8.92 µM; 370,000 compounds, 0.54% hits; AID 720543;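 active means inhibition exceeding the mean over every tested compound plus 3 SD, cut at about 30% in these data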;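 further: 0% = plate median of compound wells and 100% = S159A mutant with DMSO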
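assay system = mABHD4 protein | compound dosing = single nominal dose of 8.92 µM, 0.89% DMSO final | read-out basis = percent inhibition of probe binding, normalized to plate controls | schedule = Enzyme–compound pre-incubation 45 min, then probe 60 min, both 25 °C | detection = fluorescence polarization, excitation 525 nm, emission 598 nm, BODIPY TMR filters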
An asterisk follows results filed as active; . = not tested or not shown. Only part of the results is shown; rates above refer to the full screens.

SMILES	NPR2 activator	TDP2 absorb	rCAG RNA binder	LEDGF integ inh	PRMT1 inh	MBD2 inh	HTRA1 inh	TCR-CD3 inh	SIAE inh	ABHD4 inh
COCCCn1c(SCC(=O)Nc2sc3c(c2C#N)CCCC3)nnc1-c1ccncc1	-8	0	26	2	13	-1	-5	-2	-2	2
COc1ccccc1Cn1c(C)nc2ccccc21	-3	1	-2	0	-9	2	.	-2	6	-1
Cc1nnc2n(C)c(=O)c3c4c(sc3n12)COC(C)(C)C4	2	12	-5	1	1	3	-4	2	-6	-1
COC(=O)N1CCN(c2ccc(OC)cc2)CC1	5	-9	0	-1	3	0	4	6	0	0
COC(=O)c1cccc(NC(=O)c2ccc3c(c2)C(=O)N(C(C)(C)C)C3=O)c1	6	-9	-2	2	-4	3	-13	1	-5	1
COc1ccc(CC(CC(=O)O)C(=O)Nc2ccccc2)cc1 (stereo unspecified)	-1	7	3	1	4	4	4	3	-3	-3
Cc1nn2c3ccccc3n(CC(=O)c3cccs3)c2nc1=O	-2	10	2	-2	-2	2	6	2	-5	0
NC(=O)c1cc(-c2csc(NCCc3ccccc3)n2)ccc1O	4	-9	17	5	1	1	21	-3	13	6
COc1cccc(-c2cnc3c(NC=O)cc(-c4cccc(NC(C)=O)c4)cn23)c1	-5	-3	11	-2	5	2	.	-4	-15	4
COc1ccc2c(c1)c1nnc(SCC(=O)Nc3ccccc3F)nc1n2C	7	-4	1	4	-3	-1	5	-5	6	-1
O=C(Nc1ccc(F)c(Cl)c1)C1CC(=O)n2c(nc3ccccc32)N1 (stereo unspecified)	-7	-1	3	-3	2	-2	-10	-3	-6	-2
Cc1nn(C(C)C)c(C)c1[C@@H]1C[C@H]2CN(Cc3cccc(Cl)c3)C(=O)[C@]23CCCN13	-6	6	-12	2	-5	-1	-6	9	2	-2
COc1ccc(CCNC(=O)CN(c2cc(OC)ccc2OC)S(=O)(=O)c2ccccc2)cc1	3	-9	0	5	-1	0	-2	5	-6	-3
Cc1ccc(NCC(=O)N/N=C/c2ccncc2)cc1	4	3	-3	-6	7	1	7	-4	1	1
O=C(COC(=O)CSc1ccc2ccccc2c1)Nc1ccccc1OC(F)F	-2	6	0	0	3	-1	-16	4	-7	5
CC(C)C(=O)N1CCN(c2ccccc2NC(=O)c2ccco2)CC1	0	12	0	0	-3	0	2	3	-8	0
COc1cccc(C(=O)NC2CC3CCCC(C2)N3CC(=O)Nc2ccccc2)c1 (stereo unspecified)	-4	11	-4	3	2	13*	-15	0	1	-1
OC1(c2ccccn2)COc2ccccc2O1 (stereo unspecified)	4	0	-1	2	-5	4	-2	3	7	5
CS(=O)(=O)N1CCCC(C(=O)Nc2ccc3c(c2)OCCO3)C1 (stereo unspecified)	1	-5	0	-3	-3	-6	2	0	-5	-2
O=C(COC(=O)c1cccnc1Cl)NCC1CCCO1 (stereo unspecified)	1	6	0	-3	1	3	-2	-8	-3	-2
COC(=O)[C@]12C[C@H](CC(=O)N3CCOCC3)C(=O)N(Cc3ccc4c(c3)OCO4)C1=C[C@H](C(C)(C)C)O[C@@H]2C	-3	7	-1	2	-2	-5	.	4	-2	3
CC(=O)C12CCCCC1CC1[C@@H]3CC(C)C4=CC(=O)CC[C@]4(C)C3CC[C@@]12C (stereo partly specified)	-7	6	0	-2	2	-1	1	6	-7	3
Cc1cccc(Cn2c(C)nc3c(N)c(C)c(C)cc32)c1	6	-3	-5	-1	-1	0	9	-1	4	4
CC(C)CC1NC(=O)N(CC(=O)Nc2ccc(OC(F)F)cc2)C1=O (stereo unspecified)	5	-8	-2	-7	4	4	0	-3	-6	-7
Cc1cc2c(c(=O)n1Cc1ccco1)C(c1ccccc1)C(C#N)=C(N)O2 (stereo unspecified)	-7	-15	25	42*	37*	2	1	9	-6	-3
Cc1ccc2[nH]c(-c3ccccc3)c(CN3CCN(C)CC3)c(=O)c2c1	5	2	-1	1	0	-5	5	3	0	-2
O=C(Cc1ccc(NC(=O)C2CCN(C(=O)C3CCCC3)CC2)cc1)Nc1ccc(C(=O)N2CCOCC2)cc1	2	2	0	4	-1	0	3	4	-4	-6
Cc1cccc(C)c1NC(=O)C1(C)CN(S(C)(=O)=O)CC(=O)N1CCc1ccccc1F (stereo unspecified)	7	-5	3	-3	2	-4	.	-2	-13	4
CN(C)c1ccc(O)c2c1CC1CC3[C@@H](N(C)C)C(=O)C(C(N)=O)=C(O)[C@]3(O)C(=O)C1=C2O (stereo partly specified)	-8	10	64*	77*	31*	35*	29	46*	25*	77*
CC(=O)Nc1ccc(S(=O)(=O)Nc2cc(S(=O)(=O)N3CCCCC3)ccc2O)cc1	0	-2	10	-2	0	-2	2	6	-7	13
O=C(CCS(=O)(=O)c1ccc(Cl)cc1)Nc1nnc(-c2cccs2)o1	2	2	3	1	0	2	4	-1	2	0
CCC(=O)N1CCN(c2nnc(-c3ccccc3)c3ccccc23)CC1	-3	0	-4	4	-3	-1	1	-3	3	-1
CC(C)(C)OC(=O)NCCCCc1cn(CC(=O)N2CCN(C(=O)OC(C)(C)C)CC2)nn1	4	1	-8	0	1	5	-4	0	2	6
CC(C)NC(=O)Nc1n[nH]c(Nc2ccc(Cl)cc2)n1	-11	6	2	0	-3	3	-2	4	6	0
COc1ccc(CCn2c(=O)[nH]c3cc(C(=O)NCCCN4CCOCC4)ccc3c2=O)cc1OC	5	-21	-4	3	-3	-9	2	3	-7	-8
O=C(Cc1cccc2ccccc12)Nc1cccnc1	-1	5	1	0	1	0	0	0	-4	-5
O=C(CSc1nc2ncccc2[nH]1)NCc1ccccc1	0	7	-1	-5	3	1	5	-3	-6	-1
COc1ccccc1NC(=O)c1csc2c1CCC(C)C2 (stereo unspecified)	-6	2	-1	-4	4	2	-16	-5	5	8
O=C(NCc1ccc(F)cc1)C(=O)NCC1OCCCN1S(=O)(=O)c1cccs1 (stereo unspecified)	5	14	3	-3	-2	-1	-7	4	-2	5
Cc1ccc(-c2csc(N/N=C/c3ccco3)n2)cc1	-2	-3	18	6	13	-5	9	3	10	9
COC(=O)c1cccc(-c2ccc(/C=N/N3C(=O)C4C5C=CC(C6CC56)C4C3=O)o2)c1 (stereo unspecified)	-3	3	-6	-4	0	1	-3	-1	-6	2
O=c1c2ccccc2nnn1CSc1nc2ccccc2[nH]1	2	-3	3	-1	-1	-5	-1	-4	-7	1
CCOC(=O)c1cc(NC(=O)N(C)C2CCCCC2)c(C)nc1C	1	3	-7	-1	-2	-5	8	-3	-4	-6
COc1ccc(CNC(=O)/C=C/[C@H]2O[C@@H](n3cnc4c(NC(=O)c5ccccc5)ncnc43)[C@H](O)[C@@H]2O)cc1	-2	-1	0	-7	7	3	.	-8	-4	-5
O=c1[nH][nH]c2c1C(C1CCCCC1)OC(C1CCCCC1)C2 (stereo unspecified)	7	2	8	-3	-1	4	.	2	-10	9
CSc1c(-c2ccccc2)nc2ccc(Cl)cc2c1C(=O)O	8	1	3	5	0	2	1	1	4	4
Cc1ccc(S(=O)(=O)N(C)CC(=O)NNC(=O)Cc2cccc(F)c2)cc1	-7	2	-1	1	0	3	0	-11	5	1
COc1cc(/C=N/Nc2ccc(F)cc2F)cc(OC)c1OC	-2	-1	1	-6	-1	4	2	7	4	3
COc1ccc(NC(=O)C(OC(=O)CNC(=O)c2ccccc2)c2ccccc2)cc1F (stereo unspecified)	2	-1	.	-1	0	2	.	.	-5	-10
COCCN1C(=O)c2ccccc2C1c1nnnn1C(C)C (stereo unspecified)	8	-4	2	-8	5	-1	.	1	3	6
(list continues)
SMILES	NPR2 activator	TDP2 absorb	rCAG RNA binder	LEDGF integ inh	PRMT1 inh	MBD2 inh	HTRA1 inh	TCR-CD3 inh	SIAE inh	ABHD4 inh
Cc1c(NC(=O)COC(=O)C2(c3ccc(F)cc3)CCCC2)c(=O)n(-c2ccccc2)n1C	4	0	-3	-2	-4	-2	1	5	2	3
CC(=O)c1cccc(N(C(=O)Cn2nnc3ccccc32)C(C(=O)NC2CCCCC2)c2cn(C)nc2C)c1 (stereo unspecified)	-1	8	-8	-2	-3	1	-11	2	-2	-2
Cc1ccc(NC(=O)CN(C)C(=O)COC(=O)C(C)(C)Oc2ccc(Cl)cc2)cc1	-6	-2	-5	-2	8	9	-17	3	-6	-15
CCCC1CCC2(CC1)CCC2OC(=O)Nc1ccc(C)cc1 (stereo unspecified)	-6	4	.	-1	-3	0	.	.	3	-11
O=C(Nc1ccc2c(c1)C(=O)N(CC1CCCO1)C2=O)c1ccccc1Br (stereo unspecified)	6	-9	-4	-7	-1	-9	1	6	-7	-1
CCCOC(=O)CSc1nc(N)c(C#N)c(-c2ccco2)c1C#N	-3	7	9	2	-2	0	-30	-2	0	-2
CCCCC(=O)N(C)c1c(C)nc2ccc(C(=O)N(CC)CCN(C)C)cn12	-4	8	-2	-1	2	-6	.	2	8	5
Nc1ncnc2c1nc(SCCO)n2Cc1ccccc1	-5	6	-3	-2	3	-5	7	1	-2	-1
CN(C)S(=O)(=O)N(CC(=O)NCCSCc1ccccc1)c1ccccc1	0	-5	-3	2	-2	3	1	2	-1	-8
COc1cc2c(c(OC)c1)[C@H](/C=C/c1ccccc1)[C@@H]([C@H](O)CO)OC2	0	0	4	-2	4	-3	.	.	0	-3
Nc1nc(SCC(=O)Nc2cccc(Oc3ccccc3)c2)n[nH]1	4	4	5	-2	1	1	-16	3	1	-2
CC(=O)C1=CCC(c2ccc(Cl)cc2)N(S(=O)(=O)c2ccccc2C)C1 (stereo unspecified)	-10	4	5	-1	4	7	.	4	-4	-1
CCNc1nc(NCC)nc(OCCNS(=O)(=O)c2ccccc2)n1	0	-2	-2	1	-5	3	-5	7	-4	-2
COc1cc(-c2cc(C(=O)NCc3ccco3)c3ccccc3n2)cc(OC)c1OC	4	-7	4	-3	3	-8	-11	1	-1	-4
CCN(CC(=O)NCc1cccs1)C(=O)/C=C/c1ccc(OC)c(OC)c1	1	6	-3	-4	-1	1	1	-5	-1	0

Full records, looked up by structure. Values in the order: NPR2 activator | TDP2 absorb | rCAG RNA binder | LEDGF integ inh | PRMT1 inh | MBD2 inh | HTRA1 inh | TCR-CD3 inh | SIAE inh | ABHD4 inh
Entry for O=C(CSc1nc2ncccc2[nH]1)NCc1ccccc1 : 0 | 7 | -1 | -5 | 3 | 1 | 5 | -3 | -6 | -1
Entry for O=C(Nc1ccc2c(c1)C(=O)N(CC1CCCO1)C2=O)c1ccccc1Br (stereo unspecified) : 6 | -9 | -4 | -7 | -1 | -9 | 1 | 6 | -7 | -1
Entry for CCN(CC(=O)NCc1cccs1)C(=O)/C=C/c1ccc(OC)c(OC)c1 : 1 | 6 | -3 | -4 | -1 | 1 | 1 | -5 | -1 | 0
Entry for Cc1cccc(C)c1NC(=O)C1(C)CN(S(C)(=O)=O)CC(=O)N1CCc1ccccc1F (stereo unspecified) : 7 | -5 | 3 | -3 | 2 | -4 | . | -2 | -13 | 4
Entry for COC(=O)c1cccc(NC(=O)c2ccc3c(c2)C(=O)N(C(C)(C)C)C3=O)c1 : 6 | -9 | -2 | 2 | -4 | 3 | -13 | 1 | -5 | 1

Source: PubChem BioAssay (several laboratories)
